Screening results from PubChem.
14-3-3g Raf = alters human 14-3-3 gamma binding to Raf peptide. AID 422. FP, 14-3-3gamma / TMR-pS259-Raf peptide binding. P61981. hit rate 0.19% among 160,000. inhibition, % at 40 µM; in the data active = inhibition above about 30%;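 note: 0% = protein plus tracer without compound and 100% = blank with tracer alone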
Target sequence (P61981 whole entry, looked up): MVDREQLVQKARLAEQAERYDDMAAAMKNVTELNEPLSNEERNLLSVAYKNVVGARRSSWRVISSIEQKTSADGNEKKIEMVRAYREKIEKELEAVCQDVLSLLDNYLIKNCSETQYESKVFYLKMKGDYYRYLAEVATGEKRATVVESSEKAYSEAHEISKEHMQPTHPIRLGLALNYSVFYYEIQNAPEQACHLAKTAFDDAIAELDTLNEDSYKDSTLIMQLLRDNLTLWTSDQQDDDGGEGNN
* marks the source's active call; other numbers are inactive results; & = joins results of further samples.

The first 2 compounds, to show the layout:
structure	14-3-3g Raf
CC1=C(C(=O)Nc2nc3ccccc3s2)C(c2cccc([N+](=O)[O-])c2)C2=C(CC(C)(C)CC2=O)N1 (centres undefined)	-14.6
Cc1nc2c([nH]c3ccccc32)s1	-160.2

The whole of this part, repeating the preview:
structure	14-3-3g Raf
CC1=C(C(=O)Nc2nc3ccccc3s2)C(c2cccc([N+](=O)[O-])c2)C2=C(CC(C)(C)CC2=O)N1 (centres undefined)	-14.6
Cc1nc2c([nH]c3ccccc32)s1	-160.2
Cc1ccc(-c2cc(C(=O)NCc3ccc4c(c3)OCO4)[nH]n2)c(O)c1C	-11.1
Cn1c(C=Cc2cn(Cc3ccccc3)c3ccccc23)nc2ccccc2c1=O	-11.8
Cc1ccc(NC(=O)c2cccc(N)c2)cc1	-11.5
COC(=O)c1c(N2C(=N)SCC2=O)sc2c1CCCC2	-49.5
CCc1ccc(C2C(C(=O)OCCc3ccccc3)=C(C)NC3=C2C(=O)CCC3)cc1 (centres undefined)	-6.5
CSc1ccc(C2C(C(=O)Nc3ccc(F)cc3)=C(C)NC3=C2C(=O)CC(c2ccccc2)C3)cc1 (centres undefined)	0.0
Cc1cccc(CS(=O)(=O)Cc2ccc(C(=O)NCc3cccnc3)o2)c1	-5.2
O=C(NCc1ccccn1)c1cc2ccccc2oc1=O	-7.1&-4.5
CCOc1ccc(S(=O)(=O)Nc2cc3c4c(oc3c3ccccc23)CCCC4)cc1	-12.7
C=C1CC23CC1(O)CCC2C12C=CC(O)C(C)(C(=O)O1)C2C3C(=O)O (centres undefined)	-16.9
Cc1ccc(S(=O)(=O)N(C)CCCC(=O)Nc2cccc(C)c2)cc1	6.4
COc1ccc(N2CCn3c2nc2c3c(=O)n(CCCc3ccccc3)c(=O)n2C)c(OC)c1	2.5
Cc1onc(-c2ccccc2Cl)c1C(=O)Nc1cccc2nsnc12	0.6
Clc1ccc(Cc2noc(Cc3ccccc3)n2)cc1Cl	-6.6
CC(C)c1nc2oc3c(NCc4cccnc4)ncnc3c2c2c1CCC2	-16.8
CC1CCCN(CCCNC(=O)C2CC(=O)N(c3ccc(F)c(Cl)c3)C2)C1 (centres undefined)	2.7
CCOC(=O)c1sc(NC(=O)c2ccc(S(=O)(=O)N3CCc4ccccc43)cc2)nc1-c1ccccc1	-19.8
COCCCNC(=O)CCCn1c(=S)[nH]c2cc3c(cc2c1=O)OCO3	-11.2
CC(=O)Nc1cc(NC(=O)C2C3C=CC(C3)C2C(=O)O)ccc1Cl (centres undefined)	-3.8
COc1cccc(CNC(=O)Cc2c(C(=O)O)[nH]c3ccccc23)c1	-0.9
O=C(CN(c1cccc([N+](=O)[O-])c1)S(=O)(=O)c1ccccc1)Nc1cccc2ccccc12	-54.6
CCN(CC)CCNC(=O)c1c(O)c2cc(F)cc3c2n(c1=O)C(C)CC3 (centres undefined)	1.1
O=C(NC12CC3CC(CC(C3)C1)C2)N1CCC(O)(c2ccc3c(c2)OCO3)CC1	1.0
COC(=O)c1ccccc1S(=O)(=O)N1CCC(c2nc3ccccc3o2)CC1	-1.1
CCOCCCNC(=O)c1cc2cc3ccc(OC)cc3nc2o1	14.7
COc1ccc(-n2sc3c(c2=S)-c2cc(C)cc(C)c2NC3(C)C)cc1	-5.1
COc1ccc(C2=CC(c3ccco3)n3ncnc3N2)cc1 (centres undefined)	-8.6
Cc1ccc(S(=O)(=O)Cn2nnnc2CN2CCN(Cc3ccc4c(c3)OCO4)CC2)cc1	2.5
O=C(Nc1nnc(C2CC2)o1)c1ccc(S(=O)(=O)N2CCCCCC2)cc1	7.6
COC(=O)C1(C)NC(c2ccc(O)cc2)C2C(=O)N(c3ccc4c(c3)OCCO4)C(=O)C21 (centres undefined)	-22.4
COC(=O)C1C(=O)CC(C)(O)C(C(=O)OC)C1c1ccccc1F (centres undefined)	-2.4
COc1cccc(NC(=O)C(=O)NCCN2CCOCC2)c1	-8.0
CCc1ccc2oc(-c3cc(N=Cc4ccccc4O)ccc3O)nc2c1	-60.6
NNC(=O)c1ccncc1	2.6
CCOC(=O)c1c(-c2ccccc2)oc2cc(Br)c(OC(=O)c3ccco3)cc12	3.7
O=C(Cn1c(-c2ccccc2)noc1=O)NCc1ccccc1	3.8
COC(=O)c1cc(C(=O)OC)cc(-n2c(C)cc(C(=O)CSc3nnc4sc5ccccc5n34)c2C)c1	4.8
c1ccc(CCc2nc(-c3ccccn3)no2)cc1	-2.1
CCOC(=O)c1c(NC(=O)COc2ccc3c(C)cc(=O)oc3c2)sc2c1CCC(C)C2 (centres undefined)	-62.6
O=C(NCc1ccco1)C1CCCN(S(=O)(=O)c2cccc3cccnc23)C1 (centres undefined)	-5.7
C=CCn1c(SCc2ccc3nonc3c2)nnc1-c1cccs1	-4.7&-14.2
COc1cc(NC(=O)c2sc3ccccc3c2Cl)c(OC)cc1Cl	-21.8
CCOc1ccc(N2C(=O)CC(N3CCN(c4ccccc4F)CC3)C2=O)cc1 (centres undefined)	-9.7
COC(=O)c1c(NC(=O)C(CC(C)C)N2C(=O)c3ccccc3C2=O)sc2c1CCC2 (centres undefined)	-21.4
O=[N+]([O-])c1cc(CN2CCCC2)c2cccnc2c1O	6.6
CC1CCCCC1NC(=O)C1CCC(CNS(=O)(=O)c2ccc(F)cc2)CC1 (centres undefined)	-5.6
Cc1ccc(C(=O)Nc2sc3c(c2C#N)CCCC3)cc1S(=O)(=O)N1CCOCC1	-32.2
Cc1ccc(S(=O)(=O)N2CCN(c3ccc([N+](=O)[O-])c(NCCc4ccccc4)c3)CC2)cc1	-10.4
CN(Cc1ccccc1)c1nc2c(c(=O)[nH]c(=O)n2C)n1Cc1ccccc1Cl	-3.1&-6.8
Cc1cc(Oc2ncnc(N)c2[N+](=O)[O-])ccc1C(C)C	-3.1
O=C(Nc1nnc(C2CCCCC2)s1)C1c2ccccc2Oc2ccccc21	-9.1
CCOC(=O)NCC(C#CCN(CC)CC)N(CC)CC (centres undefined)	-6.7
CC(C)(C)c1nn(-c2ccccc2)c2[nH]c(=O)c(CNCc3ccco3)cc12	-1.0
COc1ccc(NC(=O)CSc2nc3ccc(NC(=O)c4ccccc4)cc3s2)cc1	-15.2
Cc1ccccc1N(CC(=O)Nc1ccc(F)cc1)S(C)(=O)=O	-8.3
O=c1c2cnn(-c3ccccc3)c2nc(-c2ccccc2)n1-c1ccccc1	-8.7
COc1ccc(N2C(=O)CC(NCCc3ccc(OC)c(OC)c3)C2=O)cc1Cl (centres undefined)	-3.4
Cc1cccc(N(C)C(=O)c2coc(=O)c3ccccc23)c1	-10.4

More compounds:
structure	14-3-3g Raf
CC1CC(C)CN(S(=O)(=O)c2ccc3nc(-c4ccccc4)[nH]c3c2)C1 (centres undefined)	-2.3
CC(C)OCCCNS(=O)(=O)c1ccc2c(c1)OCCO2	1.4
COc1ccccc1N1C(=O)c2cccc(N)c2C1=O	13.3
CCOC(=O)c1cnc2cc(C)ccn2c1=O	1.3
Cc1cccc(N)c1SC1CCCCC1O (centres undefined)	-2.0
CC1CC(C)(C)NC(=S)N1CCCC(=O)N1CCN(c2ccc(F)cc2)CC1 (centres undefined)	-7.7
COc1cccc(C2C(C(=O)c3cc4cccc(OC)c4o3)=C(O)C(=O)N2c2cc(C)on2)c1OC (centres undefined)	-23.0
Cn1cnnc1SCC(=O)N1N=C(c2cccs2)CC1c1ccc(F)cc1 (centres undefined)	6.9
O=C(c1cnc2n(c1=O)CCS2)N1CCCc2ccccc21	0.0&-2.0
O=C(NC1CCCC1)c1c[nH]c2ccc(F)cc2c1=O	-9.2
Nc1c(C(=O)NCc2ccco2)sc(=S)n1-c1ccccc1	2.2
O=C(c1ccc(Oc2ccc(C(F)(F)F)cc2[N+](=O)[O-])cc1)N1CCc2ccccc2C1	-0.3
CCC(=O)N1CCc2cc(S(=O)(=O)CCC(=O)Nc3ccc(C)cc3C)ccc21	-11.3
COc1cc(NS(=O)(=O)c2ccc(Cl)c(C(=O)Nc3ccc([N+](=O)[O-])cc3)c2)c(OC)cc1Cl	-26.0
O=[N+]([O-])c1cc(S(=O)(=O)N2CCCCCC2)ccc1F	-4.8
O=c1c2cccnc2[nH]c(=S)n1CCN1CCN(c2ccccc2)CC1	-14.6
CC(NC(=O)COc1cc(=O)n(C)c2ccccc12)c1ccc2c(c1)OCCO2 (centres undefined)	-3.0
O=c1cc(NCc2ccccc2)nc2n1CCCS2	-5.2
COc1cccc(OCCn2c(C)c(/C=N/n3cnnc3)c3ccccc32)c1	-18.4
CCOC(=O)c1sc(NC(=O)CSc2nc3c(cc2C#N)CCCCCC3)c(C#N)c1C	-2.9
CCn1ncc(C2=NOC(C(=O)NCc3ccc(Cl)cc3)C2)c1C (centres undefined)	4.0
COCCC(=O)N(Cc1ccc2c(c1)OCO2)C(C(=O)NC1CCCCC1)c1ccncc1 (centres undefined)	-4.8
CC(C(O)C12CC3CC(CC(C3)C1)C2)N1CCCCC1 (centres undefined)	3.4
COc1ccc(-c2cc(C(F)(F)F)n3ncc(C(=O)N4CCN(c5ccccc5Cl)CC4)c3n2)cc1OC	1.0
O=C(NC1CCCC1)c1ccc(COCC(F)(F)F)o1	-1.7
COc1ccc(C2C3C(=O)N(c4ccc([N+](=O)[O-])cc4)C(=O)C3N3CCCN23)cc1 (centres undefined)	-8.8
CC1CCCCC1NC(=O)CCN1C(=O)COc2ccccc21 (centres undefined)	1.5
O=C(CN1C(=O)COc2ccccc21)NCCCN1CCN(Cc2ccccc2)CC1	-0.5
CCCCN(CC)Cc1c(O)ccc2c3c(c(=O)oc12)CCC3	-7.3
CCN1CCN(Cc2nc(N)nc(Nc3ccc(C)c(C)c3)n2)CC1	-1.9
CNC(=O)c1ccc(N(Cc2ccccc2C)S(C)(=O)=O)cc1	-2.3
COc1cccc2sc(NC(=O)c3ccc(S(=O)(=O)N4CCCC4)cc3)nc12	-2.1
CCN1CC23C=CC(O2)C(C(=O)O)C3C1=O (centres undefined)	-8.3
CCOc1ccc(-c2c(C#N)c(N)nc(SCC#N)c2C#N)cc1	2.1
O=C(C1CCC(CNS(=O)(=O)c2cccs2)CC1)N1CCCCC1 (centres undefined)	0.5&-8.9
CC1CC(=O)N(c2ccc(Nc3ccc(OCc4ccccc4)cc3)c([N+](=O)[O-])c2)C1=O (centres undefined)	5.0
O=C(Nc1sc2c(c1C(=O)O)CCCC2)c1cccs1	-11.5
CC12CN3CC(C)(CN(C1)C3c1cc(Br)ccc1O)C2=O (centres undefined)	2.2
COc1ccc(OC)c(CNC(=O)CCNC(=O)Cn2ccc3ccccc3c2=O)c1	-6.3
CN(C)P(=NC(=O)COc1ccc(Cl)cc1Cl)(N(C)C)N(C)C	-2.2
CCOC(=O)N1CCN(Cc2nc3c(c(=O)[nH]c(=O)n3C)n2CCCc2ccccc2)CC1	-2.8
CC(C)CCOc1ccc(Cl)cc1CN1CCOCC1	1.1
COc1ccc(NC(=O)C2CCN(S(=O)(=O)c3ccccc3)CC2)cc1Cl	-6.2
Cc1ncn(C23CC4CC(CC(O)(C4)C2)C3)n1	-5.1
COc1ccc(C2CC(=O)C3=C(C2)Nc2ccccc2NC3c2ccc(OC(=O)c3cccs3)c(OC)c2)cc1 (centres undefined)	6.9
COc1cc(NC(=O)COc2ccc(C)cc2Br)cc(OC)c1	11.6
CC1(C)CC2CC(C)(CN2c2nc(-c3ccco3)cc(C(F)(F)F)n2)C1 (centres undefined)	25.4
COCCCNC(=O)C(C#N)c1nc2ccccc2nc1N1CCN(Cc2ccccc2)CC1 (centres undefined)	-4.8
CC(=O)N1CCc2cc(Br)cc(S(=O)(=O)N3CCN(C4CCCCC4)CC3)c21	-2.7
CCC(c1nnnn1Cc1ccco1)N(CCc1ccccc1)Cc1cc2cccc(C)c2[nH]c1=O (centres undefined)	-5.8
O=S(=O)(c1ccc(F)cc1)c1nc(-c2ccccc2)oc1SCc1ccccc1F	-30.5
Oc1cccc(Nc2nc(-c3ccccc3)cs2)c1	-4.4
COc1ccc(C2CC(=O)C3=C(C2)Nc2ccccc2NC3c2ccc([N+](=O)[O-])cc2)cc1OC (centres undefined)	-3.5
CC(Nc1cc(=O)n(C)c(=O)n1C)c1ccccc1 (centres undefined)	4.0&-8.3
O=C1C=C(OCc2ccccc2)CN1	-5.7&-5.9
CC1CCCC(NC(=O)CCCn2c(=S)[nH]c3ccc(Br)cc3c2=O)C1C (centres undefined)	2.2
COc1ccccc1NC(=O)c1c(NCc2ccncc2)sc2c1CCC(C)C2 (centres undefined)	-52.3
Cc1ccc2nc(-c3ccsc3)c(NC3CCCCC3)n2c1	-3.7
CCC(=O)N1CCN(c2ccccc2NC(=O)Cc2ccccc2)CC1	-11.5
COc1ccccc1Nc1nnc2c(n1)-c1cccc3cccc-2c13	6.2

More structures:
structure	14-3-3g Raf
O=C(O)COc1ccc(S(=O)(=O)NCCc2ccccc2)cc1	1.2
O=C1C(=O)N(CO)C(c2ccccc2)/C1=C(\O)c1ccccc1 (centres undefined)	5.7
COc1ccc(CCn2nnnc2C(CC(C)C)N2CCN(c3ncccn3)CC2)cc1OC (centres undefined)	-4.8
CC(C)Cc1ccc(C#N)c(SCc2nnc(-c3ccc([N+](=O)[O-])cc3)o2)n1	-6.2
CC1(C)CC(=O)C(C(c2ccncc2)C2C(=O)CC(C)(C)CC2=O)C(=O)C1	-1.6

Some of these compounds in order of their number in 14-3-3g Raf, largest number first:
SMILES	14-3-3g Raf
COc1cccc(CNC(=O)Cc2c(C(=O)O)[nH]c3ccccc23)c1	-0.9
COC(=O)c1ccccc1S(=O)(=O)N1CCC(c2nc3ccccc3o2)CC1	-1.1
Clc1ccc(Cc2noc(Cc3ccccc3)n2)cc1Cl	-6.6
COc1cccc(NC(=O)C(=O)NCCN2CCOCC2)c1	-8.0

The list is partial (hit frequency here may not be typical).
